PLK1 PBD block = inhibitors of human PLK1 polo-box domain binding; Plk1 PBD binding of FITC phosphopeptide, fluorescence polarization; P53350; Potency, µM, inactives show max response, negative = inhibition, actives largely listed as inhibitors; actives 2.8% (n = 360,000); also: potency is read from the fitted curve at half-maximal effect; series mostly up to about 57 µM; % is scaled to controls: 0 for no effect and ±100 for the full control effect; nearly all actives have a fitted effect of over 65% in size
Target sequence (P53350 whole entry, looked up, the tested form may be a part): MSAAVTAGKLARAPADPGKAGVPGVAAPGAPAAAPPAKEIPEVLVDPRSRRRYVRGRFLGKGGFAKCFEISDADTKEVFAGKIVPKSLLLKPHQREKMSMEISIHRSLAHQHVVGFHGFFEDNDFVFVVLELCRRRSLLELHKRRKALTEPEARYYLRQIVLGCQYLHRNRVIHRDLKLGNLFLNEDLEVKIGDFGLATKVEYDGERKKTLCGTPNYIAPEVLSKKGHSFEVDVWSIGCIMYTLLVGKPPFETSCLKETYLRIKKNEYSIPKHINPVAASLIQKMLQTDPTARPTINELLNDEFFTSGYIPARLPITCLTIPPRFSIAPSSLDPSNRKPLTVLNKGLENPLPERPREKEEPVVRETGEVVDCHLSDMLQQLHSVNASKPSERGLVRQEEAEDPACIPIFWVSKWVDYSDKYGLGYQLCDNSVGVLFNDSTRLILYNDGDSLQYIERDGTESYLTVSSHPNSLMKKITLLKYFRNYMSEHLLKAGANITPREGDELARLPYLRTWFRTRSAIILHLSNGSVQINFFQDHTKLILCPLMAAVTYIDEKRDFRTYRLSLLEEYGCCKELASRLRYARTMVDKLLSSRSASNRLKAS
IL-2 act = activates IL-2 in a cell-based reporter assay | activation, % (series mostly up to about 46 µM) | IL-2 activation reporter assay, cell-based qHTS; stimulated with anti-CD3/CD4/CD28 beads; in transgenic mouse T cells | actives 0.065% (n = 360,000); in the data active = activation above about 50%; inconclusive = mostly about 30% to 49%; also: 0% is about no effect
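Unstimulated transgenic mouse T cells preincubated 60 min with compound, then stimulated with anti-CD3/anti-CD4-coated beads plus anti-CD28 for 18 h at 37 degrees C. IL-2 response read as EGFP and DsRed fluorescence by plate cytometry.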
PI5P4K alpha inh = blocks human PI5P4K alpha kinase activity | AID 652105 | PI5P4Kalpha enzyme, ADP-Glo luminescence, 60 min; active compounds read low | actives 1.2% (n = 330,000) | max response, %; active = max response of -50% or lower; inconclusive = between -30% and -50%; inactive = -30% or higher; also: value at the top dose of about 77 µM; % is scaled to controls: 0 for no effect and ±100 for the full control effect
Target sequence (P48426 whole entry, looked up): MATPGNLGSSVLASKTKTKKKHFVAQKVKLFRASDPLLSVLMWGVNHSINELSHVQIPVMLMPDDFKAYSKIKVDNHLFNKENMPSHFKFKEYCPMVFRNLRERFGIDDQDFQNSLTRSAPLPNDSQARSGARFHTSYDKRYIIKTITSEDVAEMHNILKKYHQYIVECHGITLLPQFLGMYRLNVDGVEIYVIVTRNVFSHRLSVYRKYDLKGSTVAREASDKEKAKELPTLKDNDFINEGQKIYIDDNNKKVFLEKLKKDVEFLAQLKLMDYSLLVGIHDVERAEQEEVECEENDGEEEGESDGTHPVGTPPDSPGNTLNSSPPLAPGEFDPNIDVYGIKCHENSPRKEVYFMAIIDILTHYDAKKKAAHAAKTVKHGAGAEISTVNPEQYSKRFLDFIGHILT
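PI5P4Kalpha ADP-Glo assay; 5 microM ATP final; 60 min RT reaction; HEPES pH 7.4/EGTA/CHAPS, 5% DMSO; controls lacking substrate or enzyme; luminescent end-point.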
EPAC2 ag = EPAC2 (human) agonism. Potency, µM (top dose mostly 154 µM), without a hit: at the top dose activation, usual class: activators. actives 0.079% (n = 360,000). EPAC2 activation, biochemical qHTS; response scale: 100% = 6.5 mM cAMP response. AID 720711. Q8WZA2; also: potency is read from the fitted curve at half-maximal effect; nearly all actives have a fitted effect of over 50% in size
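Guanine nucleotide exchange by EPAC2 is measured as reduced fluorescence of BODIPY-GDP once it is released from 250 nM Rap1B. Plates are read kinetically for 30 min at room temperature; results are scaled to 6.5 mM cAMP.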
EPAC1 antag = EPAC1 (human) antagonism. AID 720709. actives 0.14% (n = 360,000). Potency, µM (highest dose often 115 µM), for inactives: at the highest dose activity change, negative = inhibition, hits mostly inhibitors. EPAC1 GEF assay, Rap1b-BODIPY-GDP exchange fluorescence;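 also: potency is read from the fitted curve at half-maximal effect; plate controls were vehicle for no effect and positive control for full effect; nearly all actives have a fitted effect of over 50% in size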
EPAC1 agonist = EPAC1 (human) agonism. O95398. actives 0.073% (n = 360,000). Potency, µM (series often up to 154 µM), for the others: top-dose activation, actives largely listed as activators. EPAC1 agonist qHTS, biochemical assay; response scale: 100% = response to 6.5 mM cAMP; also: potency is read from the fitted curve at half-maximal effect; nearly all actives have a fitted effect of over 60% in size
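Compounds were pinned as a concentration titration into mixtures of EPAC1 (100 nM), BODIPY-GDP-loaded Rap1B (250 nM) and GDP (50 uM). After 5 min at room temperature, fluorescence was followed for 30 min; activity was scaled to 6.5 mM cAMP.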
WRN inhibitor = inhibitors of human WRN helicase; Q14191; WRN helicase unwinding, fluorescent forked duplex, kinetic; Potency, µM (top dose mostly 114 µM), without a hit: at the highest dose activity change, negative = inhibition, usual class: inhibitors; actives 0.46% (n = 360,000); AID 651768; also: potency is read from the fitted curve at half-maximal effect; % is scaled to controls: 0 for no effect and ±100 for the full control effect; nearly all actives have a fitted effect of over 55% in size
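Kinetic red-fluorescence monitoring (525/598 nm) tracks WRN helicase activity after 100 nM fluorophore-quencher forked duplex and 2 mM ATP are added to 20 nM enzyme pretreated 15 min at room temperature with compound.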
CCT chaperon mod = changes cytosolic chaperonin activity; actives 0.3% (n = 360,000); purified chaperonin ATPase assay, HTRF ADP detection, 30 min; activity change, % (test concentration not listed), hits read low; AID 651819; in the data active = activity change below about -30%; also: % is scaled to controls: 0 for no effect and ±100 for the full control effect
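TRiC at 40 or 20 nM final (batch-dependent) in 30 mM Tris pH 7.4, 100 mM KCl, 5 mM MgCl2, 1 mM DTT, with compound at single 76 uM and 10 uM ATP, 30 min at 37 deg C. ADP detected by HTRF Transcreener, 665/615 ratio.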
Active calls of the source: *; ? = inconclusive; · = no result given; [ ] = dose if it differs, or a comment. Unless noted, calls follow the shape of the dose curve; as a rule, active = well fitted curve in the direction sought with a large enough effect; inconclusive = small, poorly fitted or top-dose-only effect, or another doubt; inactive = no such curve, though single readings can be large; an effect the other way counts as inactive or inconclusive. The list is partial; rates above refer to the full screens.

SMILES	PLK1 PBD block	IL-2 act	PI5P4K alpha inh	EPAC2 ag	EPAC1 antag	EPAC1 agonist	WRN inhibitor	CCT chaperon mod
Cc1cc(C)c2c(=O)[nH]c(SCc3ccccc3)nc2n1	-8%	-2.0	-17	10%	1%	2%	4%	-0.5
O=C(c1ccc(-c2ccccc2Cl)o1)N1CCN(S(=O)(=O)c2cccs2)CC1	-18%	-2.3	-1	29%	-30%	6%	5%	-2.8
CCS(=O)(=O)N1Cc2ccccc2CC1C(=O)NCCc1c[nH]c2ccccc12 (stereo not drawn)	-6%	-0.5	?	11%	3%	8%	-6%	-3.2
COc1ccc(NC(=O)c2cccc([N+](=O)[O-])c2)cc1	-7%	-3.3	2	-17%	7%	11%	-26%[57.1 µM]	0.5
Cc1ccccc1OCc1nc(-c2ccc(NC(=O)c3ccco3)cc2)no1	-15%	9.9	-13	1%	-13%	-5%	-24%	-1.5
CS(=O)(=O)N(Cc1nnc(-c2cccs2)o1)c1ccc(Cl)cc1F	12µM*	4.7	-23	-2%	-12%	-2%	9%	-1.7
CC1(c2ccc(OC(F)F)cc2)NC(=O)N(CC(=O)c2ccc3c(c2)OCO3)C1=O (stereo not drawn)	-2%	1.6	3	7%	?	-6%	-4%	-1.9
O=C(CN1CCCCC1)Nc1cccc(-n2cnnn2)c1	0%	-1.5	·	-8%	2%	-7%	7%	0.4
CCOCc1nnc(NC(=O)CSc2ccc(C)cc2)s1	?	-1.8	1	-9%	0%	14%	-1%	0.2
CCCCCC(=O)OCc1ccc(C2=CC(=O)CC(C)(C)C2=O)cc1	-11%	-1.9	10	7%	-8%	-19%	-7%	-2.1
Cc1ccc(S(=O)(=O)C2CS(=O)(=O)CC2O)cc1 (stereo not drawn)	-21%	-0.4	·	5%	-12%	9%	-9%	0.7
O=C(O)C1CC(Br)C(Br)CC1C(=O)O (stereo not drawn)	5%	-1.3	4	1%	13%	-16%	7%	-0.8
Cc1nn(C)c(C)c1CCC(=O)N1CCCC(N2CCN(c3ccc(F)cc3)CC2)C1 (stereo not drawn)	-1%	-1.9	-8	9%	10%	-12%	20%	0.0
Cc1cccc(C)c1NC(=O)Cn1c(=O)c(N2CCCCC2)c(N)n(C)c1=O	-5%	-0.2	0	5%	-22%	-1%	-2%	-2.0
CCCCC[C@@H](C)N1C[C@H](COCc2ccccc2)Oc2cc(N3CCC[C@@H]3COC)ccc2S1(=O)=O	2%	-0.2	4	6%	-12%	-10%	2%	0.1
COc1ccc(-c2cc([C@H]3[C@@H]4C=CCC[C@@]4(C)C(=O)N3Cc3ccccc3)ccc2F)cc1	-8%	-0.2	4	11%	-2%	6%	-4%	-3.4
CC(=O)c1cccc(S(=O)(=O)N2CCC(C(=O)O)CC2)c1	-3%	-0.8	3	4%	11%	0%	2%	2.5
Nc1nc(-c2cccc(F)c2)cs1	11µM*	-0.5	1	-1%	7%	4%	-5%	-2.7
O=C(/C=C/c1ccccc1)Oc1coc(CSc2ncccn2)cc1=O	-12%	0.1	-12	13%	-16%	2%	-18%	-1.9
O=C(Nc1ccon1)c1ccc(Cl)s1	-8%	1.0	·	17%	-7%	8%	-5%	-2.4
CN(C)Cc1nc2c(c(=O)[nH]1)C(C)(C)Cc1ccccc1-2	-2%	0.3	13	-2%	7%	-7%	-3%	-0.5
COc1cccc(CNc2ccc(S(N)(=O)=O)cc2)c1OC	3%	0.8	·	3%	9%	-4%	-14%	2.1
COc1ccc(C=Nc2ccc3[nH]ncc3c2)c(O)c1	4%	0.3	1	2%	0%	-1%	6%	-2.0
CNC(=O)c1cc2cc(Cc3ccccc3Cl)ccc2oc1=O	-13%	1.0	-3	8%	-1%	4%	9%	-9.9
O=C(Nc1ccc(N2CCOCC2)cc1)c1cccc2c(-c3ccc(F)c(F)c3)coc12	-15%	0.6	5	3%	-10%	-2%	0%	-1.8

Continued:
SMILES	PLK1 PBD block	IL-2 act	PI5P4K alpha inh	EPAC2 ag	EPAC1 antag	EPAC1 agonist	WRN inhibitor	CCT chaperon mod
O=C1CC(c2cccs2)c2ccc3ccccc3c2N1 (stereo not drawn)	2%	-2.7	-3	-2%	6%	-3%	-1%	0.1
O=C(CN(Cc1ccc(Cl)cc1)C(=O)CNS(=O)(=O)c1ccc(F)cc1)NCC1CCCO1 (stereo not drawn)	-1%	0.2	0	2%	5%	5%	0%	-0.7
Nc1nc(=S)c2ncn([C@@H]3O[C@H](CO)[C@@H](O)[C@H]3O)c2[nH]1	21µM*	1.2	-77*	0%	1%	-23%	7%	-0.9
COc1c(C)cc(S(=O)(=O)NCCN2CCOCC2)c(C)c1C	-7%	0.7	-6	5%	-11%	-3%	13%	-3.7
O=C(c1cccnc1)N1CCN(Cc2ccccc2Br)CC1	-10%	1.0	1	9%	-29%	2%	?	-0.5
O=C(c1cccnc1Cl)N(Cc1ccccc1)Cc1ccccc1	-26%	0.6	-1	-5%	-3%	-2%	-3%	-2.3
O=C(N/N=C\c1cc(Cl)ccc1O)c1ccc(S(=O)(=O)N2CCCCC2)cc1	4%	3.3	-10	-4%	-5%	-3%	-13%	1.6
Cc1ccc(S(=O)(=O)c2c(N)n(/N=C/c3ccco3)c3nc4ccccc4nc23)cc1	2%	2.1	-23	2%	2%	-1%	-7%	-1.6
Cc1onc(-c2ccccc2Cl)c1C(=O)NCCCN1CCOCC1	-7%	-0.1	5	3%	-15%	5%	-3%	-2.1
Cc1cc2ccc(C)c(C)c2nc1SCC#N	-9%	-2.2	·	18%	-7%	16%	-8%	-0.7
CC1=C(C(=O)N(C(C)C)C(C)C)CC(CC(=O)NC2CCCCC2)C(=O)N1CCCN1CCCC1=O (stereo not drawn)	-3%	0.4	2	0%	3%	8%	1%	3.1
CN(CC(=O)NCc1cccnc1)S(=O)(=O)c1cc(Cl)ccc1Cl	-4%	-0.8	10	1%	8%	7%	4%	0.1
COc1ccc(C(=O)N/N=C(\c2ccccc2)c2ccccn2)cc1	-15%	-0.2	-7	8%	-10%	0%	-11%	-3.2
C=CCN(C(=O)c1csnn1)C(C(=O)NCc1ccc(F)cc1)c1cccs1 (stereo not drawn)	-1%	-2.2	-3	-3%	-10%	-11%	0%	0.6
Cc1cc(C(=O)NNC(=O)Nc2cccc(C(F)(F)F)c2)no1	-7%	0.3	-1	4%	-17%	-9%	5%	0.7
CCc1ccc(S(=O)(=O)NCc2csc(C)n2)cc1	-8%	-0.3	2	2%	0%	4%	8%	1.8
COc1ccc(-c2oc3c(c2-c2cnc(OC)nc2)C(O)CC3)cc1 (stereo not drawn)	-15%	0.3	0	9%	3%	-1%	6%	-2.2
COc1ccccc1C(=O)Nc1cccc(NC(=O)c2ccccc2C)c1	21µM*	-0.5	-6	4%	-7%	12%	-23%	0.5
COCc1ccc([C@@H]2C[C@H]3CN(Cc4ccccc4C)C(=O)[C@]34CCCN24)o1	-6%	0.0	-3	4%	10%	2%	3%	-0.3
Cn1c(SCc2ccccc2)nnc1-c1ccc(O)cc1	-4%	-0.8	-3	1%	3%	-1%	-8%	0.9
O=S(=O)(NCC1CCN(Cc2ccccc2)CC1)c1ccccc1C(F)(F)F	-2%	1.9	9	-3%	11%	-5%	-4%	-2.9
Cn1c(N)c(Sc2ccccc2[N+](=O)[O-])c(=O)n(C)c1=O	-25%	-1.1	4	17%	-13%	14%	3%[57.1 µM]	-5.1
Cc1cccc(N2CCN(C(=O)c3ccccn3)CC2C)c1 (stereo not drawn)	8%	2.7	-6	4%	-20%	0%	0%[57.1 µM]	0.6
OCCOc1ccc(CN2CCN(CCCc3ccccc3)C(CCO)C2)cc1 (stereo not drawn)	1%	1.6	-8	16%	21%	-8%	11%	1.3
COCCNC(=O)C1(C)CCCN(Cc2csc(-c3ccc(Cl)cc3)n2)C1 (stereo not drawn)	-3%	-0.7	1	1%	-6%	8%	-7%	-1.1

Some of the entries so far, in CSV form.
structure,PLK1 PBD block,IL-2 act,PI5P4K alpha inh,EPAC2 ag,EPAC1 antag,EPAC1 agonist,WRN inhibitor,CCT chaperon mod
O=C(O)C1CC(Br)C(Br)CC1C(=O)O (stereo not drawn),5%,-1.3,4,1%,13%,-16%,7%,-0.8
COc1cccc(CNc2ccc(S(N)(=O)=O)cc2)c1OC,3%,0.8,·,3%,9%,-4%,-14%,2.1

(next part)
SMILES	PLK1 PBD block	IL-2 act	PI5P4K alpha inh	EPAC2 ag	EPAC1 antag	EPAC1 agonist	WRN inhibitor	CCT chaperon mod
Cc1ccccc1C(=O)Nc1ccc(S(=O)(=O)N2CCN(C)CC2)cc1	-3%	0.6	-7	-8%	0%	-3%	15%	1.0
CCOc1ccccc1NS(=O)(=O)c1ccc2c(c1)N(C)CCO2	-17%	-3.8	1	9%	-13%	6%	-5%	-0.9
NC(=S)Cc1nc(-c2ccccc2)cs1	-19%	4.4	-22	4%	-8%	8%	-17%	-1.5
O=C(O)CSc1nc2c(cnn2-c2ccccc2)c(=O)n1-c1ccc(Br)cc1	-9%	-1.0	-20	-2%	0%	3%	-25%	-1.2
O=C(Nc1ccc(Oc2ccc(Br)cc2)cc1)C1=CC=CN2CCS(=O)(=O)N=C12	-8%	2.0	14	6%	1%	24%	2%	1.1
COCCN(C(=O)c1cc(S(=O)(=O)N2CCCCC2)ccc1Cl)c1c(N)n(CC(C)C)c(=O)[nH]c1=O	-2%	-2.1	-2	3%	0%	-9%	3%	-0.6
C=CCn1c(SCC(=O)Nc2ccc(NC(=O)c3ccco3)c(OC)c2)nnc1-c1ccncc1	-5%	-3.5	-2	0%	8%	-8%	54%[activator]	1.6
COc1ccc(CCNS(=O)(=O)c2ccc(-n3cnnn3)cc2)cc1OC	-13%	1.6	-3	17%	-1%	2%	3%	-4.0
COc1cc(C2NC(=O)NC(c3ccccc3)=C2C(C)=O)cc([N+](=O)[O-])c1O (stereo not drawn)	2%	0.1	-7	7%	3%	-3%	-4%	0.2
c1ccc(-c2ccccc2OCCOCCN2CCOCC2)cc1	3%	0.7	-1	3%	-8%	-13%	3%	-1.0
O=C(CCC(=O)N1CCCCCC1)Nc1ccc([N+](=O)[O-])cc1	1%	-0.8	4	2%	-4%	17%	-4%	1.2
CCc1nc2c(OCCOc3ccc(F)cc3)cccn2c1N(C)C(=O)CC(C)C	-4%	-0.5	2	2%	-1%	-8%	7%[57.1 µM]	-0.2
CCC(=O)N1c2ccc(S(=O)(=O)CCC(=O)NCc3cccs3)cc2CC1C (stereo not drawn)	-9%	-0.4	2	3%	5%	3%	10%	-1.1
COc1ccc(NS(=O)(=O)c2ccc(N3CCOCC3)c(NC(=O)c3ccco3)c2)cc1	?	-5.8	1	2%	-16%	-3%	-3%	-3.1
